DRD3 antagonist: qHTS of D3 Dopamine Receptor Antagonist: qHTS; D(3) dopamine receptor (Homo sapiens), P35462; D3R cells, DiscoveRx beta-arrestin luminescence, antagonist mode; stronger effect = lower value; max response, negative = inhibition, %; 2.5% of 360,000 active; AID 652054, 2013; in the data active = max response below about -50%; inconclusive = no clear call, values can overlap the other calls; note: % is set by controls: 0 for no effect and ±100 for the full control effect; mostly tested at two doses, the higher about 12 µM
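Cells expressing the human receptor were seeded at 1500 cells/well, incubated overnight at 37 degrees C in 5% CO2, then exposed to library compounds with dopamine controls for 90 minutes at 37 degrees C before luminescent detection.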
EPAC2 antagonist: qHTS for Antagonist of cAMP-regulated guanine nucleotide exchange factor 2 (EPAC2): primary screen. 0.18% of 360,000 active. Potency, µM (highest dose often 114 µM), for the others: at the highest dose activity, negative = inhibition, most hits filed as inhibitors. EPAC2 GEF exchange of Rap1B-BODIPY-GDP, fluorescence; note: potency is the fitted concentration of half-maximal effect; % is set by controls: 0 for no effect and ±100 for the full control effect; nearly all actives have a fitted effect of over 45% in size; many of its hits are not listed in these tables
Target sequence (Q8WZA2 whole entry, looked up): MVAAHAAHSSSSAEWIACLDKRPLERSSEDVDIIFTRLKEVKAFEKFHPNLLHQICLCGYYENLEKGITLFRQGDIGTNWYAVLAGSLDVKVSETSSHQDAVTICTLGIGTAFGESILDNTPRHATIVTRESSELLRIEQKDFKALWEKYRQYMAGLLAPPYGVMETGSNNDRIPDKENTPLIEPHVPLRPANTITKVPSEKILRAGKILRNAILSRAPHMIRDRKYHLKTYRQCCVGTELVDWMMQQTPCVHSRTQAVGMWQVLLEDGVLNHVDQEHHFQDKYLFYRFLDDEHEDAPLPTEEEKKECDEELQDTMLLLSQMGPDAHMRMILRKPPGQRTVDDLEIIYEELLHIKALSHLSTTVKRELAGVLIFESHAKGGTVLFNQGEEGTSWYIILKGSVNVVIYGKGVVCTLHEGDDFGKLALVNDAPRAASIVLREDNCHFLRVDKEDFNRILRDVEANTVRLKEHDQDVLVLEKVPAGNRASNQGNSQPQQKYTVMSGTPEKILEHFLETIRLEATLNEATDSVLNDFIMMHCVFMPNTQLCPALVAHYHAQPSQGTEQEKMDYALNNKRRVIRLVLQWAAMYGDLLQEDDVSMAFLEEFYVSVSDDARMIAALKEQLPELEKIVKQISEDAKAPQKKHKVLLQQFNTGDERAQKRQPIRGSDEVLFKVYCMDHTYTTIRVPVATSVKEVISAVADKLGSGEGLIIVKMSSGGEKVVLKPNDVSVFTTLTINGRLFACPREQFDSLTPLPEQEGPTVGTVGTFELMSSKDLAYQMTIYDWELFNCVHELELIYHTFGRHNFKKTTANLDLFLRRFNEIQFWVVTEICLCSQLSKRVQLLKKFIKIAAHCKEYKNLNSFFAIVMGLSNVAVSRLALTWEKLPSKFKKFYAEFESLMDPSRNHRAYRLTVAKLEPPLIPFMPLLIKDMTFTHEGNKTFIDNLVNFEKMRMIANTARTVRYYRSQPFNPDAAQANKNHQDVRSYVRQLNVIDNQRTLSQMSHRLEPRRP
FUS suppressor: qHTS for Suppressors of FUS Proteinopathy: Primary screen using FUS-linked yeast assay. Potency, µM (titrated, usually from 76.6 µM), for inactives: at the top dose growth rescue (activation), hits mostly activators. S. cerevisiae FUS-expressing, growth rescue, OD600, 24 h. 0.24% of 390,000 active. AID 1347120, 2019;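 note: potency is the fitted concentration of half-maximal effect; plate controls were DMSO vehicle for no effect and reference control for full effect; nearly all actives have a fitted effect of over 55% in size; some results filed as inactive show a strong effect at the top dose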
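Compound concentration series was pinned onto galactose-induced FUS-expressing yeast seeded at OD 0.005. Plates sat 24hr at 30C; absorbance at 600 nm gave growth. DMSO served as background control.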
Abeta rescue: qHTS for compounds that reverse cellular toxicity of Amyloid beta (A-beta) peptide in yeast: Primary Screen; yeast expressing A-beta42, growth rescue, OD600, 48 h; response scale: 0% DMSO, 100% iron-clioquinol control; Potency, µM (titrated, usually from 46.1 µM), without a hit: top-dose growth rescue, actives largely listed as activators; 0.063% of 410,000 active; note: potency is the fitted concentration of half-maximal effect; nearly all actives have a fitted effect of over 55% in size
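Yeast growth medium received pinned compounds, then yeast cells expressing toxic A-beta were added; plates incubated at 30 C for 48 hr. Growth read as absorbance at 600 nm, normalized to DMSO and equimolar FeCl3 plus clioquinol controls.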
EPAC2 ag: qHTS for Agonist of cAMP-regulated guanine nucleotide exchange factor 4 (EPAC2): primary screen; Rap guanine nucleotide exchange factor 4 (Homo sapiens), Q8WZA2; EPAC2 activation, biochemical qHTS; response scale: 100% = 6.5 mM cAMP response; Potency, µM (highest dose often 154 µM), without a hit: at the highest dose activation, hits mostly activators; 0.079% of 360,000 active; AID 720711, 2013; note: potency is the fitted concentration of half-maximal effect; nearly all actives have a fitted effect of over 50% in size
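Fluorescence exchange assay: 100 nM EPAC2 with 250 nM RAP1B-BODIPY-GDP and 50 uM GDP; compounds tested as a concentration-titration series (qHTS). Loss of Rap1-bound BODIPY-GDP fluorescence read at 480/540 nm; data normalized to 6.5 mM cAMP.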
DRD3 agonist: qHTS of D3 Dopamine Receptor Agonist: qHTS | D3R DiscoveRx beta-arrestin cells, luminescence, 90 min | max activation, % | 0.58% of 410,000 active; in the data active = max activation above about 30%; note: 0% is about no effect; mostly tested at two doses, the higher about 12 µM
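Cells at 1500/well, incubated overnight, then treated with pinned compounds (dopamine as control) for 90 min at 37 degrees C. DiscoveRx reagent added for 30 - 60 minutes at room temperature; luminescence read.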
aSyn rescue: qHTS of alpha-syn Inhibitors | 0.14% of 370,000 active | Potency, µM (series often up to 46.1 µM), without a hit: at the highest dose growth rescue (activation), actives largely listed as activators | Yeast expressing alpha-synuclein, growth rescue, BacTiter-Glo, 24 h; note: potency is the fitted concentration of half-maximal effect; % of control where 0% means no effect; nearly all actives have a fitted effect of over 65% in size
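Galactose-induced alpha-syn yeast (OD600=0.02, raffinose-pregrown) + pinned cpd, 24 hr, 30 deg C; growth by BacTiter-Glo luminescence. Growth restoration scores as activation.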
TDP43 rescue: qHTS of TDP-43 Inhibitors. TDP-43 expressing yeast growth rescue, BacTiter-Glo, 24 h. Potency, µM (series often up to 46.1 µM), without a hit: at the highest dose growth rescue (activation), most hits filed as activators. 1.8% of 410,000 active; note: potency is the fitted concentration of half-maximal effect; % of control where 0% means no effect; nearly all actives have a fitted effect of over 50% in size
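Galactose-induced TDP-43 yeast, OD600=0.02, compound pinned; 24 hr, 30 deg C; BacTiter-Glo luminescence for growth. Inhibitors of TDP-43 toxicity read as activators.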
* hit, by the source's call; ? = inconclusive; . = not tested or not shown; [ ] = dose if it differs, or a comment. Unless noted, calls come from the whole dose curve; as a rule, active = well fitted curve in the direction sought with a large enough effect; inconclusive = small, poorly fitted or top-dose-only effect, or another doubt; inactive = no such curve, though single readings can be large; an effect the other way counts as inactive or inconclusive. The list is partial. The share of hits here may be higher or lower than overall.

SMILES | DRD3 antagonist | EPAC2 antagonist | FUS suppressor | Abeta rescue | EPAC2 ag | DRD3 agonist | aSyn rescue | TDP43 rescue
O=C(c1ccc2c(c1)N(Cc1ccc(F)cc1)CCS2)N1CCOCC1 | 2 | -22% | 2% | -22% | -6% | -12 | 4% | -2%
CCOC(=O)N1CCN(C(=O)c2ccc3oc(CCCc4ccccc4)nc3c2)CC1 | 24 | 7% | 12% | 16% | -1% | 8 | 6% | 16µM*
Cc1ccc(/C=C/C(=O)Nc2sc(C)c(C)c2C(=O)OC(C)C)o1 | 15 | 9% | 17% | 2% | 3% | -4 | 10% | -9%
O=c1c2cc(NC(=S)N3CCCC3)ccc2nc2n1CCCCC2 | -23 | 7% | -12% | -26% | -1% | -13 | -3% | -13%
Cc1ccc(S(=O)(=O)CCC(=O)OCc2ccc(Cl)cc2)cc1 | 6 | -2% | . | -2% | 4% | 5 | 13% | 25µM*
CC1=CC(C)(C)n2c(O)c(N=N)c3c(C)c(C)cc1c32 | 45 | ? | 32% | -41%[inhibitor] | 16% | 16 | 20% | -7%
O=C(O)C(Cc1ccccc1-c1ccccc1)C(=O)O | 3 | -7% | -8% | 4% | 0% | 2 | 29% | 7%
O=c1cc(N2CCN(Cc3ccccc3)CC2)[nH]c(=O)n1-c1cccc(C(F)(F)F)c1 | 8 | -2% | 6% | -9% | 11% | 1 | -4% | -11%
Cc1ccc(-c2noc(CCC(=O)NCC3CCN(Cc4cccc(C)c4)CC3)n2)cc1 | 5 | -5% | -4% | 7% | -1% | -4 | -2% | 7%
O=C(NCc1cccnc1)Nc1cccc(F)c1 | 2 | 6%[57.1 µM] | -41% | -12% | 14% | -4 | -5% | -2%
C(=C/c1ccnc2nc(SC/C=C/c3ccccc3)nn12)/c1ccccc1 | -16 | -7% | 14% | 2% | 11% | -22 | -1% | -14%
CCSC(SCC)[C@H](O)[C@@H](O)[C@H](O)[C@H](O)CO | 2 | 1% | -40% | 0% | -3% | 3 | 1% | 25%
N#CCC(=O)Nn1c(=S)[nH]c2ccccc2c1=O | 0 | 1% | 6% | 7% | 0% | 7 | 0% | 16%
COc1ccc(C(=O)N2CC3(C)C4CCC3(C)C2(C#N)C4)cc1OC (stereo not given) | 9 | -2% | 11% | 13% | 7% | -3 | 2% | 0%
O=C(NCC1CCCO1)/C(=C\c1ccc(Cl)cc1)NC(=O)c1ccccc1 (stereo not given) | -18 | 3% | -5% | -14% | -2% | -7 | -3% | -10%
CCOC(=O)c1sc2nc(C)nc(SC(C)C(=O)N(C)c3ccccc3)c2c1C (stereo not given) | 76 | -4% | . | -6% | -3% | 6 | 15% | 14%
CCOC(=O)c1cnn(-c2ccccc2)c1NC(=O)c1cccs1 | -14 | -3% | 0% | 2% | 4% | -2 | 0% | -11%
Fc1ccc(Nc2nc(SCc3cccc(F)c3)nc3ccccc23)cc1 | . | . | -10% | -10% | . | 11 | . | ?
CC(=O)N1c2ccc(S(=O)(=O)N3CCCC(C(=O)NCc4ccccc4Cl)C3)cc2CC1C (stereo not given) | 9 | -2% | 25% | 1% | 6% | 1 | 0% | 2%
CCn1c(SCC(=O)Nc2ccc(NC(C)=O)cc2)nc2c([nH]c3ccccc32)c1=O | 21 | -3% | . | -1% | 7% | 14 | 0% | 16%
COc1ccc(-c2noc(N(c3cccc(Cl)c3)c3nc(-c4ccc(OC)c(OC)c4)no3)n2)cc1OC | . | . | -23% | -12% | . | -4 | . | -9%
CCOC(=O)c1c(NC(=O)C2=C(C)NC(=S)NC2c2ccccc2C(F)(F)F)sc(C)c1C (stereo not given) | 8 | -4% | 8% | 25% | -12% | -3 | 0% | 21%
CCOc1ncccc1C(=O)N(CC)CC(=O)NCc1ccc(F)cc1 | -8 | -1% | 33% | 11% | 9% | -9 | 0% | -22%
c1ccc(Cc2nc(-c3ccccn3)no2)cc1 | -22 | 13% | 1% | 7% | 4% | -12 | 3% | -3%
Cc1ccc(NC(=O)CN(C)C(=O)CCOc2ccccc2C)cc1 | 0 | 13% | 9% | -8% | 0% | 1 | 3% | -7%
Cc1c(C(=O)NCc2ccc3c(c2)OCO3)oc2ccc(S(=O)(=O)N3CCCCC3)cc12 | 36 | -1% | ? | -3% | 10% | 2 | -3% | -22%
O=C(NNS(=O)(=O)c1ccccc1)c1cnn(-c2ccccc2)c1-n1cccc1 | 20 | 3% | 25% | 6% | 5% | -2 | 2% | 6%
Cc1ccc(-n2c(N)c(C#N)c(-c3ccccc3)c(C#N)c2=O)cc1 | 4 | 16% | -6% | 2% | 6% | 2 | -9% | -1%
CCC(CC)C(=O)c1c[nH]c(C(=O)NCCc2ccccn2)c1 | 9 | 7% | 27% | 37% | 2% | 2 | 3% | 7%
CC1CC(C)CN(S(=O)(=O)c2ccc(NN)nc2)C1 (stereo not given) | 21 | 0% | 0% | -3% | 3% | 13 | 3% | -18%
CCc1noc(C)c1C(=O)Nc1nc(-c2cc(OC)ccc2OC)cs1 | 0 | -12% | 19% | 12% | 8% | 15 | -1% | 26%
Cc1ccc(N2CCN(C(=O)C3CCC(CNS(=O)(=O)c4ccc(Br)s4)CC3)CC2C)cc1 (stereo not given) | . | . | 32% | -13% | . | -2 | . | 6%
CCOC(=O)N/N=C1\CCS(=O)(=O)c2ccc(Cl)cc21 | 4 | 0% | 5% | 5% | 5% | 4 | 11% | 9%
N#CC1=C(SCC(=O)c2ccc(Cl)cc2)NC2=C(C(=O)CCC2)C1c1ccco1 (stereo not given) | ? | 0% | ? | -22% | 10% | 1 | 6% | 10%
Cc1cc2ncc(-c3ccccc3)nc2cc1C | 15 | 2% | 21% | -12% | -3% | -1 | 2% | 12%
CCOC(=O)C1(C)CCN1C(=O)c1ccccc1Br (stereo not given) | 0 | 8% | -20% | 27% | -1% | -11 | -1% | 22%
COc1ccc(-c2noc(-c3ccc(NCc4ccc(C)cc4)c([N+](=O)[O-])c3)n2)cc1OC | . | . | -14% | 3% | . | 3 | . | 21%
CC(C)NC(=O)NC(=O)COC(=O)c1ccc(NC(=O)CC#N)cc1 | 52 | 12% | 14% | 25% | -3% | 2 | -1% | 5%
CC1CCCCC1NC(=O)COc1ccc(-n2cnnn2)cc1 (stereo not given) | 27 | 9% | 5% | -6% | 13% | 9 | 1% | ?
CCOC(=O)c1nnn(-c2ccc(OC)cc2)c1N | -9 | -11% | 19% | 11% | 9% | -1 | 4% | 25%
Cc1cccc2sc(N(CCCN(C)C)C(=O)c3sc4ccccc4c3Cl)nc12 | -4 | -10% | . | -10% | 15% | -1 | -19% | -8%
NC(=O)Nc1ccc(C(=O)OCC(=O)Nc2ccc(Cl)cn2)cc1 | -3 | -3% | 2% | 4% | -6% | 4 | 2% | -6%
CCC(Oc1ccccc1)C(=O)NC1C(=O)N2C1SC(C)(C)C2C(=O)O (stereo not given) | -6 | 3% | 21% | -13% | -2% | -7 | 8% | -4%
CC(=O)Nc1cccc(C(=O)OC(C)C(=O)Nc2ccc(S(=O)(=O)N3CCCC3)cc2)c1 (stereo not given) | 33 | -3% | 13% | 2% | 6% | 3 | 4% | 0%
COC(=O)c1ccc(N(CC(=O)NC2CCCCC2)C(=O)CNC(=O)c2ccco2)cc1 | -12 | 3% | 23% | -1% | 4% | 8 | 5% | -8%
CC(C)N(C(=O)Cn1c(SCC(=O)Nc2nccs2)nc2ccccc21)C(C)C | 5 | 10% | 2% | 6% | -4% | 0 | -4% | 13%
CS(=O)(=O)Nc1ccccc1Oc1ccccc1 | ? | 0%[57.1 µM] | -11% | 10% | -15% | 4 | 2% | 12%
O=C1NC[C@H](CCCCN2C[C@H](Cc3ccc(O)cc3)N(CCc3ccccc3)C(=O)C2=O)N(CCc2ccccc2)C1=O | 5 | 6% | 24% | -5% | 13% | 4 | 2% | 9%
O=C(NCCC(=O)N1CCN(S(=O)(=O)c2ccc(Cl)cc2)CC1)Nc1ccccc1 | -6 | -26% | 21% | -6% | -3% | 2 | 4% | 1%
O=C(CSc1nc2ncccc2[nH]1)c1cccc([N+](=O)[O-])c1 | 26 | 10% | -11% | 3% | 2% | 2 | 0% | 8%
CCNC(=O)C1(C)CCCN(CCOc2ccc(Cl)cc2)C1 (stereo not given) | 12 | -6% | -18% | -19% | 7% | -3 | -3% | 7%
O=C(CCc1cn2ccccc2n1)NC1CCCc2c1cnn2-c1ccccc1F (stereo not given) | 0 | 2% | 6% | -1% | -3% | -8 | 7% | 16%
Cc1ccc(S(=O)(=O)N(C)C)cc1NC(=O)C(C)OC(=O)c1ccc2c(c1)OCCO2 (stereo not given) | -9 | 14% | 22% | -14% | 1% | -17 | -3% | -18%
O=C(OCC(=O)N1CCC(Cc2ccccc2)CC1)c1ccccc1NCCO | -4 | -9% | 26% | -1% | 6% | -3 | 12% | 3%
CCCCCC(=O)N/N=C/c1cccs1 | 16 | 10% | 10% | 8% | -4% | -2 | 1% | -2%
CCN(CC)S(=O)(=O)c1cccc(-c2nnc(SCC#N)n2Cc2ccccc2)c1 | 12 | 4% | 16% | 14% | -2% | 1 | 0% | 10%

Compound profiles (already shown):
`O=C(CCc1cn2ccccc2n1)NC1CCCc2c1cnn2-c1ccccc1F` (stereo not given) as listed: DRD3 antagonist: 0; EPAC2 antagonist: 2%; FUS suppressor: 6%; Abeta rescue: -1%; EPAC2 ag: -3%; DRD3 agonist: -8; aSyn rescue: 7%; TDP43 rescue: 16%
`CCN(CC)S(=O)(=O)c1cccc(-c2nnc(SCC#N)n2Cc2ccccc2)c1` as listed: DRD3 antagonist: 12; EPAC2 antagonist: 4%; FUS suppressor: 16%; Abeta rescue: 14%; EPAC2 ag: -2%; DRD3 agonist: 1; aSyn rescue: 0%; TDP43 rescue: 10%

Screens as filed in PubChem.
